Bioassay records as filed in PubChem.
ABCG2 block = human ABCG2 inhibition, ABCB1 as counter-screen. IgMXP3 cells, JC-1 efflux, flow cytometry. Q9UNQ0. 0.1% of 190,000 active. inhibition, % at 6.6 µM. AID 1325;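 active = inhibition above 80%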;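 also: 0% = DMSO and 100% = nicardipine control wells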
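Times: 10 min at 25 °C | Test system: Two drug-resistant human cell lines, ABCG2 and ABCB1 | Quantity: 3 million cells/mL final, two lines in 1:1 ratio | Signal: Flow cytometry, 530 nm JC-1 signal | Dosing: Compound at 6.6 µM | Controls: Nicardipine and DMSO wells | Reagent: JC-1 as fluorescent efflux pump substrate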
Bim-Bcl-B = disrupts Bim peptide binding to human Bcl-B. Q9HD36. 0.073% of 190,000 active. inhibition, % at 10 µM. bead-based flow cytometry;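 also: 0% = tracer peptide without compound and 100% = reference inhibitor peptide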
Mcl-1 Bim block = disrupts Bim peptide binding to human Mcl-1; inhibition, % at 10 µM; Bead-based flow cytometry, Bim peptide-Mcl-1 binding; AID 1009; 0.1% of 190,000 active; Q07820;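 also: 0% = no compound tracer wells and 100% = peptide blocker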
Bim-Bcl-W = inhibitors of Bim-Bcl-W interaction, human | bead-based flow cytometry, Bim peptide-Bcl-W binding | inhibition, % at 10 µM | 0.02% of 190,000 active | AID 952;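 also: 0% = bound tracer without compound and 100% = peptide blocker; higher means less fluorescent Bim peptide bound to Bcl-W beads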
ABCB1 block = blocks JC-1 efflux by human ABCB1 transporter; 0.067% of 190,000 active; inhibition, % at 6.6 µM; CCRF-Adr cells, flow cytometry; AID 1326; in the data active = inhibition above about 40%;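 also: 0% = vehicle and 100% = reference inhibitor; higher value means more JC-1 retained so stronger ABCB1 efflux block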
Target sequence (P08183 whole entry, looked up): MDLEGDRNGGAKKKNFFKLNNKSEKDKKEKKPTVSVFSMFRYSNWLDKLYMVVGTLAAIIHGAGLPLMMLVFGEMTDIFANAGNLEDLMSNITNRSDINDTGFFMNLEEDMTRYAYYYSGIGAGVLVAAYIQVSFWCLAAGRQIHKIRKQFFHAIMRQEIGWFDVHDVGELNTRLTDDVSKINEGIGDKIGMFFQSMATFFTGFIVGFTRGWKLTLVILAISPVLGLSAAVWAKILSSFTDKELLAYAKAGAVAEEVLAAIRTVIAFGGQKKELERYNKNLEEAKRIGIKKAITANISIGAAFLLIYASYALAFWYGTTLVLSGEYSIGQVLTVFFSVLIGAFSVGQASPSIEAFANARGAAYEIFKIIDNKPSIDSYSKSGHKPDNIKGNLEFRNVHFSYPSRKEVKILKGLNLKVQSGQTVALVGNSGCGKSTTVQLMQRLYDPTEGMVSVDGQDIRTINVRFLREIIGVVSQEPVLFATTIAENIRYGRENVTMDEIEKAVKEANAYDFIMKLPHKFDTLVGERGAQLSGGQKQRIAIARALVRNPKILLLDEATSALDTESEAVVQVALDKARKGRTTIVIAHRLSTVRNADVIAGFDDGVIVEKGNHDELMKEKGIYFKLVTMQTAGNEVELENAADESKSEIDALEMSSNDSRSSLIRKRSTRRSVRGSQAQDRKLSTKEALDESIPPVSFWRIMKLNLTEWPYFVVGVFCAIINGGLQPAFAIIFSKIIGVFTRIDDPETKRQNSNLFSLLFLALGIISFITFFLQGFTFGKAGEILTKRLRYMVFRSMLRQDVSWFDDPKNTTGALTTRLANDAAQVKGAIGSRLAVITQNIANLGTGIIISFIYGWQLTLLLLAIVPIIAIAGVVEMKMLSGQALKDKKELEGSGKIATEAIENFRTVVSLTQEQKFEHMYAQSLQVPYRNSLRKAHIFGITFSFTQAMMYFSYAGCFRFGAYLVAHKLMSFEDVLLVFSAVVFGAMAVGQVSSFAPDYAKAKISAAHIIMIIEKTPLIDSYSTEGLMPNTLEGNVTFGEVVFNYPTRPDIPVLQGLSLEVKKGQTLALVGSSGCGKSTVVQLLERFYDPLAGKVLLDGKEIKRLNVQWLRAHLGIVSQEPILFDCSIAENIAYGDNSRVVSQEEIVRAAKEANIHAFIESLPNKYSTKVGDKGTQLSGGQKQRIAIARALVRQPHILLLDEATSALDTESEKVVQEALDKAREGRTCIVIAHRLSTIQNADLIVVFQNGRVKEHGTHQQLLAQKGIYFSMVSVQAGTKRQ
RGS4-Gao reg = modulates binding of RGS4 to human Galphao; Multiplexed bead flow cytometry; actives lie on both sides; binding response (% of control), % at 10 µM; AID 1415; 0.33% of 220,000 active; P09471; in the data active = binding response below about 49% or above about 150%; inactive = in between;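 also: fluorescent Galphao activated with aluminum fluoride binding bead-coupled RGS4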
Bim-Bcl-XL = inhibitors of Bim-Bcl-XL interaction, human. inhibition, % at 10 µM. Q07817. Bim peptide-Bcl-XL binding, bead flow cytometry, fluorescence. AID 1007. 0.04% of 190,000 active
RGS7-Gao = modulates binding of RGS7 to human Galphao; P09471; Multiplexed bead flow cytometry; actives lie on both sides; binding response (% of control), % at 10 µM; 0.35% of 220,000 active; AID 1439; in the data active = binding response below about 49% or above about 150%; inconclusive = no clear call, values can overlap the other calls; inactive = in between;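 also: fluorescent Galphao held in activated GDP-AlF4 state binding bead-coupled RGS7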
Bim-Bfl-1 = disrupts Bim binding to human Bfl-1; 0.12% of 190,000 active; Bead-based flow cytometry, Bim-Bfl-1 binding inhibition; Q16548; AID 1008; inhibition, % at 10 µM;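 also: 0% = wells without compound plus tracer and 100% = blocker peptide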
RGS8-Gao reg = human RGS8-Galphao interaction regulation. 0.34% of 220,000 active. AID 1423. multiplexed bead flow cytometry, RGS8-Galphao binding; actives lie on both sides. P09471. response (percent of control binding), % at 10 µM; in the data active = response below about 60% or above about 140%; inactive = in between;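 also: Galphao activated as the GDP aluminium fluoride complex binding bead-coupled RGS8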
Bcl-2 Bim block = inhibitors of Bim-Bcl-2 interaction, human | 0.06% of 190,000 active | P10415 | inhibition, % at 10 µM | AID 950 | Bead-based flow cytometry, Bim peptide-Bcl-2 binding; in the data active = inhibition above about 40%; inconclusive = no clear call, values can overlap the other calls;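 also: 0% = no compound wells with probe peptide and 100% = reference peptide inhibitor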
The depositor's hits bear a star; ? = inconclusive. Rule as the data show it, unless noted: active = inhibition above about 40%.

SMILES | ABCG2 block | Bim-Bcl-B | Mcl-1 Bim block | Bim-Bcl-W | ABCB1 block | RGS4-Gao reg | Bim-Bcl-XL | RGS7-Gao | Bim-Bfl-1 | RGS8-Gao reg | Bcl-2 Bim block
C#CCNC(=O)C1=C[C@H](c2ccc(Br)cc2)C[C@H](OCc2ccc(CO)cc2)O1 | 6 | -4 | 0 | 2 | 2.5 | 115 | 0 | 119 | -5 | 113 | -1
C[C@H](CO)NC(=O)[C@H](C)[C@H]1C[C@]1(C)[C@H](NC(=O)OCc1ccccc1)c1ccccc1 | 11 | -2 | -3 | -2 | 1.5 | 104 | -2 | 104 | 0 | 104 | -2
CCN(CCO)C(=O)C(c1ccccc1)c1ccccc1 | 3 | -6 | -4 | -4 | 0.7 | 97 | -5 | 97 | -1 | 98 | -4
CC(CN1CCOCC1)OC(=O)c1ccc2c(c1)OCCO2 (stereo not drawn) | 1 | 2 | 0 | -1 | 0.6 | 97 | 4 | 95 | 3 | 85 | 4
Cc1cc(C)c2c(N)c(C(=O)c3cccc(Cl)c3)sc2n1 | 25 | -4 | -2 | -2 | 0.8 | 104 | -3 | 100 | -8 | 101 | -9
COC(=O)C1=C(C)N(c2cccc(OC)c2)C(=O)/C1=C\c1ccco1 | 5 | -7 | -2 | 0 | 0.5 | 104 | -8 | 103 | 0 | 103 | -3
CCCCc1c(C)c2ccc(OCC(C)=O)cc2oc1=O | 7 | 1 | 6 | 7 | -0.3 | 98 | 3 | 104 | 0 | 102 | 5
O=C(CN1CCC(n2nnc3cc(C(F)(F)F)ccc32)CC1)N1CCc2ccccc21 | 4 | 2 | 1 | 1 | 2.0 | 102 | 0 | 102 | -1 | 101 | 0
O=C(CN1C(=O)c2cccc3cccc1c23)NCC1CCCO1 (stereo not drawn) | -2 | -6 | -1 | -5 | 0.5 | 100 | -7 | 95 | -1 | 101 | -4
O=[N+]([O-])c1ccccc1-n1cnc2ccccc21 | 0 | -7 | 0 | -3 | 0.2 | 104 | -1 | 102 | -4 | 102 | 0
CCN(CC)S(=O)(=O)c1ccc2[nH]c(=O)[nH]c2c1 | 5 | -2 | 0 | 0 | 0.3 | 104 | -2 | 100 | -17 | 105 | -3
COCCCN1C(=O)/C(=C/c2ccc(CNS(=O)(=O)c3ccccc3)o2)C(C(=O)OC)=C1C | 13 | 0 | -4 | -1 | 0.5 | 100 | -3 | ? | 3 | 100 | 0
COc1cccc2[nH]c3c(N4CC(C)CC(C)C4)ncnc3c12 (stereo not drawn) | 6 | -9 | 0 | -2 | 1.1 | 110 | -2 | 104 | -14 | 106 | -7
COCCCN1C(=O)C(O)=C(C(=O)c2ccc(C)o2)C1c1cccc(Br)c1 (stereo not drawn) | 7 | -6 | 2 | 0 | 0.6 | 99 | -11 | 99 | -6 | 102 | -6
COC(=O)c1c(C#N)c(N)nc2c1CCCC2 | 0 | 2 | 2 | 0 | 0.1 | 92 | 0 | 92 | 0 | 97 | 2
COc1cc(CO)c(Br)cc1OCC(N)=O | 5 | -7 | 0 | -1 | 0.1 | 101 | -2 | 101 | -3 | 100 | -1
CCOC(=O)N1CCN(S(=O)(=O)c2ccc(C(=O)NNc3nc4cc(C)cc(C)c4s3)cc2)CC1 | -8 | -10 | -1 | -1 | -1.4 | 98 | -5 | 99 | 2 | 96 | 0
O=C(O)c1ccccc1C(=O)NNc1cccc(Cl)n1 | 18 | -2 | 2 | 0 | 1.3 | 101 | 0 | 103 | -2 | 99 | -1
Cc1cc(C(=O)COC(=O)c2ccco2)c(C)n1Cc1ccco1 | -1 | 2 | 4 | 0 | -0.5 | 102 | 0 | 100 | 9 | 104 | 3
CCCCOc1ccc(C(=O)N/C(=C\c2cccc([N+](=O)[O-])c2)C(=O)OC(C)C)cc1 | 12 | -3 | -1 | -3 | 2.1 | 107 | -6 | 98 | -2 | 101 | -1
Nc1cnc(Br)cc1Br | -4 | -5 | 0 | -1 | 2.1 | 102 | -6 | 101 | -2 | 102 | 0
CN(/C=C1/C(=O)CNC1=O)CCO | -1 | -2 | 0 | 0 | -0.1 | 105 | 1 | 107 | 0 | 106 | 0
CCn1cc(C(=O)N/N=C(/C)c2ccc(F)cc2)c(=O)c2cc(F)c(N3CCCC3)cc21 | 2 | 0 | 3 | 1 | 0.1 | 102 | -2 | 104 | -8 | 101 | 0
COc1ccc(/C=C2\CCn3c2nc2cc(C(=O)O)ccc2c3=O)cc1O | -2 | -2 | 1 | 0 | 0.3 | 104 | 0 | 103 | -3 | 104 | -3
Cc1ccc(CNC(=O)C2CC2c2ccccc2)cc1 (stereo not drawn) | 7 | -5 | -3 | -3 | 2.2 | 102 | -4 | 100 | 0 | 101 | -1
CC(C)c1ccccc1OCC(=O)NCC(c1cccs1)N1CCOCC1 (stereo not drawn) | 21 | 2 | 0 | -4 | 1.8 | 99 | -3 | 96 | 0 | 92 | -2
O=C(CCCn1c(=O)c2ccccc2n(CC(=O)NCc2ccco2)c1=O)NCc1ccco1 | 1 | -6 | 0 | 0 | 0.3 | 98 | -20 | 99 | -9 | 100 | 0
CCn1c(N2CCN(CC(=O)c3c(C)n(C)c4ccccc34)CC2)nc2c1c(=O)[nH]c(=O)n2C | -3 | -16 | -3 | -4 | -2.7 | 100 | -11 | 98 | -10 | 102 | -8
NS(=O)(=O)c1ccc(CCNCc2cc(Br)ccc2OCc2ccccc2F)cc1 | 10 | -4 | -6 | 0 | 5.1 | 86 | 0 | 83 | 2 | 95 | -3
Cc1cc(C)cc(OCC(=O)Nc2ccccc2C(=O)NCc2ccco2)c1 | 17 | -11 | -3 | 0 | 0.4 | 99 | -4 | 95 | -14 | 99 | -8
CCCCN(Cc1cc2ccccc2[nH]c1=O)S(C)(=O)=O | 8 | -1 | -1 | -1 | 0.4 | 102 | -2 | 105 | 0 | 101 | 0
CO/N=C/c1ccc(Sc2ccc(C)cc2)c([N+](=O)[O-])c1 | 4 | -10 | -1 | -1 | 0.8 | 102 | -1 | 100 | -13 | 98 | -7
COc1ccc([N+](=O)[O-])cc1NC(=O)c1cccs1 | 36 | 1 | 0 | -1 | 2.1 | 99 | 3 | 101 | 1 | 101 | 2
COc1ccc(OC)c(NC(=S)N2CCC(C(O)(c3ccccc3)c3ccccc3)CC2)c1 | 0 | -7 | -2 | -4 | 0.2 | 101 | -4 | 101 | -1 | 112 | -3
O=C(N/N=C/c1cccc([N+](=O)[O-])c1)c1cc2ccccc2o1 | -5 | -5 | -1 | -4 | -0.4 | 101 | -4 | 100 | -10 | 102 | -4
COc1ccc(Oc2nccc(OC)c2C#N)cc1 | 3 | -4 | -4 | -2 | 0.3 | 103 | -2 | 98 | -3 | 100 | -3
CCC(CC)C(=O)OCC(=O)Nc1cccc(S(=O)(=O)N(C)c2ccccc2)c1 | 1 | -5 | -3 | -5 | 0.1 | 102 | -2 | 100 | -8 | 100 | -5
CC(NC(=O)c1cc2c(s1)CCCC2)C(C)(C)C (stereo not drawn) | 3 | -3 | -3 | -7 | 0.4 | 96 | -8 | 97 | -1 | 98 | 0
COC(=O)C1=C(N)Oc2cc(C)n(C)c(=O)c2C1c1ccc(Cl)cc1 (stereo not drawn) | 0 | -7 | -3 | -4 | 0.0 | 99 | -1 | 98 | -12 | 101 | -9
CN1C(=O)SC(Nc2ccccc2)C1=O (stereo not drawn) | 3 | -6 | -3 | -5 | 1.6 | 93 | -7 | 98 | 0 | 80 | 10
O=C(CN(Cc1ccc2c(c1)OCO2)C(=O)CNS(=O)(=O)c1ccccc1)NCc1ccco1 | 3 | -9 | -2 | 0 | 0.5 | 100 | -6 | 101 | -12 | 100 | -11
CCOCCCNC(=O)COc1ccc(OC)cc1 | 4 | -2 | 0 | 0 | 0.4 | 101 | -2 | 102 | 0 | 104 | 0
Nc1ccc2nc(-c3ccccc3)sc2c1 | 26 | -14 | -2 | 0 | -0.2 | 104 | -6 | 100 | -18 | 100 | -9
CCn1c(SCC(=O)N/N=C/c2ccc(C)o2)nnc1-c1ccccc1 | 0 | -2 | 0 | 0 | 0.1 | 101 | -2 | 101 | -1 | 99 | -1
CCCN1CNC(=S)N(Cc2ccccc2)C1 | 8 | -7 | -6 | -5 | 0.8 | 107 | -7 | 105 | -2 | 107 | 0
COc1ccc(-n2ccc(=O)c3c2CCCC3=O)cc1 | -3 | -6 | 0 | 0 | -2.2 | 97 | -6 | 102 | -8 | 99 | -3
CC(=O)c1ccc(NC2=C(N3CCOCC3)C(=O)c3ccccc3C2=O)cc1 | 2 | -7 | 0 | 0 | 2.3 | 97 | -9 | 97 | -11 | 100 | -5
S=c1[nH]nc(C2CCCCC2)o1 | -2 | -42 | -3 | -2 | -0.9 | 99 | -7 | 101 | 2 | 102 | -2
NNC(=O)C(=O)NCCCN1CCOCC1 | 1 | -3 | -1 | -4 | 0.5 | 102 | -2 | 101 | -7 | 102 | -3
CCOc1cccc(NC(=O)C2CC(=O)N(c3ccc(F)cc3)C2)c1 (stereo not drawn) | 5 | -3 | -3 | -3 | 0.4 | 100 | -2 | 98 | -9 | 101 | -4

Additional compounds.
SMILES | ABCG2 block | Bim-Bcl-B | Mcl-1 Bim block | Bim-Bcl-W | ABCB1 block | RGS4-Gao reg | Bim-Bcl-XL | RGS7-Gao | Bim-Bfl-1 | RGS8-Gao reg | Bcl-2 Bim block
Cc1cc[n+](CC(=O)Nc2cc(C(F)(F)F)ccc2Cl)cc1 | 2 | -8 | -3 | 1 | 0.3 | 103 | 0 | 101 | -8 | 101 | -2
CC(=O)Nc1cccc(OCC(=O)/C=C2\N(C)c3ccccc3C2(C)C)c1 | 0 | -1 | 0 | -1 | 0.1 | 101 | 0 | 103 | -6 | 104 | -2
O=C(Nc1cccc([N+](=O)[O-])c1)C1CC(=O)N(Cc2ccccc2)C1 (stereo not drawn) | 3 | -4 | -37 | -3 | -0.6 | 95 | -3 | 103 | -2 | 98 | -2
CCC(=O)c1ccc(N2CCN(C(=O)c3cccc(F)c3)CC2)c(F)c1 | 28 | -2 | 0 | 0 | -1.9 | 105 | -1 | 105 | -4 | 102 | 0
O=C(Cn1cc(F)c(=O)[nH]c1=O)NCCO | 1 | -7 | -4 | -5 | 0.4 | 102 | -4 | ? | -8 | 102 | -5
Cc1c(C(=O)O)nnn1-c1nonc1N | 0 | 0 | -1 | 0 | 0.0 | 99 | 0 | 98 | -4 | 98 | 1
Cc1[nH]nc2c1C(c1ccc(N(C)C)cc1)C1=C(CC(C)(C)CC1=O)N2 (stereo not drawn) | 2 | -4 | -1 | -2 | 0.6 | 90 | -1 | 92 | -7 | 95 | -4

Structures above that have a CF3 group:
SMILES | ABCG2 block | Bim-Bcl-B | Mcl-1 Bim block | Bim-Bcl-W | ABCB1 block | RGS4-Gao reg | Bim-Bcl-XL | RGS7-Gao | Bim-Bfl-1 | RGS8-Gao reg | Bcl-2 Bim block
O=C(CN1CCC(n2nnc3cc(C(F)(F)F)ccc32)CC1)N1CCc2ccccc21 | 4 | 2 | 1 | 1 | 2.0 | 102 | 0 | 102 | -1 | 101 | 0
Cc1cc[n+](CC(=O)Nc2cc(C(F)(F)F)ccc2Cl)cc1 | 2 | -8 | -3 | 1 | 0.3 | 103 | 0 | 101 | -8 | 101 | -2

This is a random part of the collection. About 0.94% of those tested had a hit in this group.
